SRC3 TRFRET art: TR-FRET artefact, counter-screen to PPARgamma/SRC-3 agonist assay; PPARgamma/SRC-3 format; active compounds read high; actives 0.39% (n = 99,000); TR-FRET ratio at 8 µM; in the data active = TR-FRET ratio above about 2000; also: inactives centre near 1600; reference of the scale not given here
SRC1 TRFRET art: counter-screen for PPARgamma SRC-1 recruitment agonists: TR-FRET artefact; TR-FRET detection artefact counter-screen, emission ratio; active compounds read high; actives 0.34% (n = 99,000); TR-FRET ratio at 8 µM; in the data active = TR-FRET ratio above about 2300; also: inactives centre near 1800; reference of the scale not given here
Active calls of the source: *. These rows are one share of the data. The share of hits here may be higher or lower than overall.

SMILES	SRC3 TRFRET art	SRC1 TRFRET art
Cc1ccc(N2CCN(CC(O)COc3ccc([N+](=O)[O-])cc3)CC2)cc1 (centres undefined)	1531	1598
Cc1occc1C(=O)N/N=C/c1ccccn1	1557	1836
COC(=O)c1cc(NC(=O)c2ccccc2F)cc(C(=O)OC)c1	1888	1932
O=C(O)C(NS(=O)(=O)c1ccc(F)cc1)c1ccccc1 (centres undefined)	1769	1612
Cc1cccc(OCC(=O)NN2C(=O)C3C4C=CC(O4)C3C2=O)c1 (centres undefined)	1454	1617
CCN(CC)S(=O)(=O)c1cccc(C(=O)NCc2ccccc2)c1	1457	1602
CC(C)OC(=O)CC(=O)CSc1nc2c(cc1C#N)CCCC2	1509	1870
O=C(O)COc1ccccc1C1C2C(=O)N(c3ccc(F)cc3)C(=O)C2ON1c1ccccc1 (centres undefined)	1434	1733
N#Cc1ccc(C(=O)Nc2cccc(NC(=O)c3ccco3)c2)c(F)c1	1590	1575
COc1cc(S(=O)(=O)NC2CCCCC2)c(C)cc1C	1544	1871
CC(=O)c1sc(-c2cccc(Cl)c2)nc1C	1614	1549
O=C(c1cc2c(F)cccc2s1)N1CCCC1	1539	1548
O=C(CSc1nnc(-c2ccncc2)n1-c1ccc(F)cc1)NNC(=O)c1cccc(O)c1	1368	1893
COCCNC(=O)CN1C(=O)COc2ccc(Cl)cc21	1604	1857
C#CCN(CC=C)C(=O)CCc1nnc(COc2ccccc2)o1	1658	1942
O=C(NCCc1ccccc1)C(=Cc1ccc(C(=O)O)cc1)C(=O)NCCc1ccccc1	1454	1957
CCOC(=O)CS(=O)(=O)CC(=O)Nc1ccc([N+](=O)[O-])cc1OC	1664	1813
CCOC(=O)c1nnn(-c2ccc([N+](=O)[O-])cc2)c1C	1544	1265
CCCNC(=O)c1nn2cc(Br)cnc2c1Cl	1687	1799
CCNC(=O)c1ccc(OCC(=O)Nc2ccc(F)cc2)c(OC)c1	1429	1694
CCOc1ccc(NC(=O)c2ccc(NC(=O)c3cn4c5c(c(N6CCN(C)CC6)c(F)cc5c3=O)OCC4C)cc2)cc1 (centres undefined)	1526	1740
Cc1cc(N)n(-c2ccc(C(=O)O)cc2)n1	1476	1873
COc1cc(/C=C/C(=O)OCC(=O)NCC2CCCO2)ccc1OCC#N (centres undefined)	1713	2025
O=C(CC(Nc1ccc(F)cc1)C(=O)OCC(=O)c1cccs1)c1ccccc1 (centres undefined)	1673	1769
Cc1cc(-n2c(=O)c(C#N)cc3c(=O)n4cccc(C)c4nc32)no1	1453	1809
O=C(c1ccc(OCC2CCCO2)cc1)N1CCc2ccccc2C1 (centres undefined)	1466	1503
CCC(=O)Nc1cc(C(=O)OCC(=O)c2ccccc2)ccc1C	1568	1655
CCOC(=O)c1nn(-c2cccc(OC)c2)c2nc(Nc3ccccc3)cc(=O)n12	1569	1918
OC(CNCc1cccc(Cl)c1)c1ccccc1 (centres undefined)	1388	1548
CC(=O)Nc1ccc(NC(=O)Cn2cnc3c(nnn3Cc3ccc(F)cc3)c2=O)cc1	1621	1719
CCOC(=O)CCc1c(C)n[nH]c1C	1401	1707
COc1cc(/C=N/n2cnn(Cc3ccccc3Cl)c2=S)cc(OC)c1OC	1553	1889
CCCC(CCC)=NNc1ccc(S(=O)(=O)Nc2ccccc2OC)cc1[N+](=O)[O-]	1548	1845
Cc1cccc(NC(=S)N2CCN(Cc3ccccc3)CC2)c1C	1542	2083
Cc1ccc(NC(=O)CNc2ccc(N3CCOCC3)cc2)cc1S(=O)(=O)N(C)C	1591	1751
FC(F)(F)c1cnc(-c2cnc(-c3ccncc3)nc2)c(Cl)c1	1376	1531
CCCCC(CC)CNC(=O)CCCCn1c(=O)[nH]c2ccsc2c1=O (centres undefined)	1526	1899
COC(=O)c1cn(NC(=O)Cc2ccccc2OC)c(=O)c2ccccc12	1559	1910
COc1cc(OC)cc(C(=O)Nc2cccc(-c3ccc4nncn4n3)c2)c1	1461	1684
Cc1occc1-c1nnc(SCCNCCO)o1	1450	1758
NC(=O)Cc1ccc(C(=O)c2ccccc2F)s1	1640	1652
O=C(O)c1c2c(nc3ccccc13)/C(=C/c1ccc(O)cc1)CC2	1499	1972
O=C(COc1ccccc1[N+](=O)[O-])NC1CC1	1508	1860
COC(=O)/C(=C/c1ccco1)NC(=O)c1ccc(Br)o1	1611	1804
CC(=O)NCC(=O)OCC(=O)c1ccc(Br)cc1	1614	1685
CCN(CC)S(=O)(=O)c1ccccc1/C=N\O	1454	1584
O=C(CN1C(=O)COc2ccccc21)N1CCN(c2ccccc2F)CC1	1411	1714
CC(C(=O)Nc1cccnc1)n1cc([N+](=O)[O-])cn1 (centres undefined)	1550	1747
O=C(CSc1nnc(CCCOc2ccc(Cl)cc2Cl)o1)Nc1ccc(C(=O)O)cc1	1464	1725
Cc1cc(C(=O)CN2C(=O)NC(C)(c3ccccc3)C2=O)c(C)n1CC1CCCO1 (centres undefined)	1719	1679

By substructure, the entries above containing an aryl methoxy group (9)
SMILES	SRC3 TRFRET art	SRC1 TRFRET art
COc1cc(S(=O)(=O)NC2CCCCC2)c(C)cc1C	1544	1871
CCOC(=O)CS(=O)(=O)CC(=O)Nc1ccc([N+](=O)[O-])cc1OC	1664	1813
CCNC(=O)c1ccc(OCC(=O)Nc2ccc(F)cc2)c(OC)c1	1429	1694
COc1cc(/C=C/C(=O)OCC(=O)NCC2CCCO2)ccc1OCC#N (centres undefined)	1713	2025
CCOC(=O)c1nn(-c2cccc(OC)c2)c2nc(Nc3ccccc3)cc(=O)n12	1569	1918
COc1cc(/C=N/n2cnn(Cc3ccccc3Cl)c2=S)cc(OC)c1OC	1553	1889
CCCC(CCC)=NNc1ccc(S(=O)(=O)Nc2ccccc2OC)cc1[N+](=O)[O-]	1548	1845
COC(=O)c1cn(NC(=O)Cc2ccccc2OC)c(=O)c2ccccc12	1559	1910
COc1cc(OC)cc(C(=O)Nc2cccc(-c3ccc4nncn4n3)c2)c1	1461	1684

(list continues)
SMILES	SRC3 TRFRET art	SRC1 TRFRET art
CCn1c(SCC(=O)c2cc(C)ccc2C)nc2cc(S(=O)(=O)N3CCOCC3)ccc21	1827	1633
NC(=O)[C@@H]1CCCNc2c(F)cc([N+](=O)[O-])cc2C(=O)N[C@@H](CCC(=O)O)C(=O)N[C@@H](CO)C(=O)N1	1586	1510
CNS(=O)(=O)c1cc(C(=O)OCC(=O)NC2CCCc3ccccc32)ccc1Cl (centres undefined)	1720	1902
Cc1ccc(/C=N/NC(=O)CSc2nnc(-c3ccccc3)n2-c2ccc(Cl)cc2)o1	1388	1704
CC(C)NS(=O)(=O)c1ccc(OCC(=O)N2CCN(c3ccccc3)CC2)cc1	1495	1900
Cc1ccc(C)c(NC(=O)C(c2ccccc2)N2CCOCC2)c1 (centres undefined)	1601	1579
Cc1ccc(N=Nc2c(C)[nH]n(-c3ccccc3)c2=O)cc1	1427	1889
COC(=O)c1ccc(COc2ncnc3sccc23)cc1	1608	1785
Cc1nc([N+](=O)[O-])cn1-c1ccc(N)cc1	1818	1843
O=C(Cn1cnc2cc([N+](=O)[O-])ccc2c1=O)NCc1ccccc1	1587	1561
Cc1ccc(C(=O)COC(=O)CCCC(=O)NC2CCCCC2)cc1[N+](=O)[O-]	1632	1895
Cc1ccccc1Nc1nc(Cl)c(C=O)s1	1696	1965
Cc1ccc2nsnc2c1NC(=O)c1ccccc1[N+](=O)[O-]	1630	1588
O=C(NNCC(O)COc1ccccc1)c1ccccc1 (centres undefined)	1589	1914
CC(=O)Nc1ccc(NC(=O)c2ccc(NS(=O)(=O)c3cc(C(C)(C)C)ccc3C)cc2)cc1	1418	1690
CCCC(=O)Nc1cccc(S(=O)(=O)N(C)c2ccccc2)c1	1386	1648
O=[N+]([O-])c1ccc(S(=O)(=O)NCC(c2cccnc2)N2CCOCC2)cc1 (centres undefined)	1534	1701
Cc1cccc(C)c1NC(=S)NCCCN1CCCC1=O	1470	1591
Cc1cccc(/N=C2/NC(=O)C(Cc3ccccc3)S2)n1 (centres undefined)	1661	1778
CC(=O)NS(=O)(=O)c1ccc(NC(=O)CSc2ccc(Cl)cc2)cc1	1483	1775
CCOC(=O)c1[nH]c2c(c1C)C(=O)CC(c1ccc(F)cc1)C2 (centres undefined)	1522	1781
O=C(Cn1cnc2ccccc21)N/N=C/c1ccccc1	1547	1870
O=C(COC(=O)Cc1ccsc1)NCc1ccccc1	1567	1835
N#CCCn1cc(/C=N/NC(N)=S)c(-c2ccc(-c3ccccc3)cc2)n1	1394	1582
CC(C)(C)CC(=O)NCCCN1CCOCC1	1721	1703
O=C(CNC(=S)N(Cc1ccccc1)Cc1cccnc1)N1CCOCC1	1504	1537
COc1cccc(Cn2cccc(NC(=O)Nc3ccccc3C)c2=O)c1	1703	1831
COc1cc(/C=C(\C#N)c2nc3ccccc3n2C)cc(OC)c1O	1888	1779
O=C(CNS(=O)(=O)N1CCOCC1)N/N=C/c1cccnc1	1429	1626
CC(C)n1c(O)c(N=NC(=O)Cc2csc(N3CCOCC3)n2)c2ccccc21	1633	1886
Cc1cs/c(=N\N=C\c2cccc([N+](=O)[O-])c2)n1Cc1ccco1	1677	1788
Cc1ccc(S(=O)(=O)Cc2csc(N)n2)cc1	1799	1600
O=C(CCCC(=O)OCC(Cl)=C(Cl)Cl)Nc1ccc(F)cc1	1502	1981
C/C(=N\NC(=O)c1ccc(C)cc1C)c1ccc2c(c1)Nc1ccccc1S2	1504	1883
CCN(CC)C(=O)Cn1cnc2sc(C(=O)N3CCN(c4ccc(F)cc4)CC3)c(C)c2c1=O	1681	1961
CC(C)c1ccc(NC(=O)C(=O)c2cn(CC(=O)N3CCCCC3)c3ccccc23)cc1	1469	1706
O=C(O)CN1CCc2ccccc2C1	1481	1658
O=C(N/N=C/C(Cl)=C/c1ccccc1)c1ccco1	1344	2127
O=C(CCCC(=O)NNC(=O)Nc1ccccc1)NNC(=O)Nc1ccccc1	1382	1822
CCN(C1=NS(=O)(=O)c2ccccc21)N(CC)S(=O)(=O)c1ccc(C)cc1	1552	1806
Cc1ccc(Cl)cc1NC(=O)C(=O)N1CCCCC1	1502	1535
O=C1CCCN1CCCNS(=O)(=O)c1ccc(Br)cc1	1504	1893
CC1=Nc2ccccc2N=C(N)C1c1ccccc1 (centres undefined)	1517	2103
COc1cccc(NC(=O)C(Sc2nnc(Nc3ccccc3C)s2)c2ccccc2)c1 (centres undefined)	1509	1688
Cn1c(=O)cc(OCC(=O)NCCCN2CCN(c3cccc(Cl)c3)CC2)c2ccccc21	1402	1825
O=C(O)C1CCC(Cn2c(SCc3cc(=O)n4ccccc4n3)nc3ccsc3c2=O)CC1 (centres undefined)	1691	1763
COc1ccc(-c2csc(NC(=S)NC(=O)c3cccs3)n2)cc1OC	1633	1708
CCc1ccc(NC(=O)C2C3/C=C\CCCCC32)cc1 (centres undefined)	1578	1714
Cc1ccc(/C=C/C(=O)OC(C)C(=O)Nc2ncc(Cl)cc2Cl)o1 (centres undefined)	1673	2192
CC(=O)c1ccc(N2CCN(C(=O)CCC(=O)c3cccs3)CC2)cc1	1759	1869
The listing continues:
SMILES	SRC3 TRFRET art	SRC1 TRFRET art
COc1ccc(Sc2nc(-c3ccccc3)ncc2OC)cc1	1570	1884
O=C(c1ccc(F)cc1)N(C(=O)c1ccc(F)cc1)c1ncccn1	1480	1475
Brc1ccc(/C=N/c2nc3ccccc3n2CCN2CCOCC2)cc1	1670	1885
O=C(Nc1ccc(Cl)cc1)Nc1nnc(CSc2ccc(Cl)cc2)s1	1394	1751
Cc1ccccc1CSc1nc(-c2ccccc2)cc(=O)[nH]1	1675	1764
O=S(=O)(Nc1nc2ccccc2nc1Cl)c1ccccc1	1908	2056
N#CCC(=O)NC(=O)NCC1CC1	1481	1582
Cn1c(=O)cc(OCC(=O)NCc2cccs2)c2ccccc21	1602	1727
O=C(/C=C/c1ccco1)OCC1CCCN2CCCCC12 (centres undefined)	1693	1900
COc1ccc(C)cc1NC(=O)COC(=O)C1CCN(C(=O)c2ccc(Cl)cc2)CC1	1725	1829
Nc1n[nH]c2cc(=O)n(-c3ccc(Cl)cc3)nc12	1636	1753
CC(C)(C)c1ccc(C(=O)c2c[nH]c(C(=O)NCCc3ccccn3)c2)cc1	1624	1649
CCCCn1cnc2cc(C)c(C)cc21	1639	1974
Cc1nonc1CN(C)C(=O)CC1C(=O)NCCN1Cc1cccc(C(F)(F)F)c1 (centres undefined)	1601	1661
CC(C)NC(=S)NN=C1CCCCCCCCCCC1	1301	1768
COc1ccc(NC(=O)c2c3c(nc4ccccc24)CCN(Cc2ccccc2)C3)c(OC)c1	1779	2044
COc1ccc(C(=O)NC=C2C(=O)OC(C)(C)OC2=O)cc1	1461	1844
OC(CNCC#Cc1ccccc1)c1ccccc1 (centres undefined)	1590	1668
Oc1ccccc1-c1cc(C(F)(F)F)nc(-c2ccccc2)n1	1396	1822
N#C/C(=C/c1ccc(CNS(=O)(=O)c2ccccc2)o1)C(N)=O	1584	1721

3 records picked at random from those above, as already listed:
SMILES	SRC3 TRFRET art	SRC1 TRFRET art
CC(C)NC(=S)NN=C1CCCCCCCCCCC1	1301	1768
Cc1nonc1CN(C)C(=O)CC1C(=O)NCCN1Cc1cccc(C(F)(F)F)c1 (centres undefined)	1601	1661
CCCCn1cnc2cc(C)c(C)cc21	1639	1974

Additional structures follow:
SMILES	SRC3 TRFRET art	SRC1 TRFRET art
Cc1ccc(/C=N/Nc2cn[nH]c(=O)n2)o1	1751	2026
Cc1nn2c(COc3ccc(NC(=O)c4ccccc4Cl)cc3)nnc2c2ccccc12	1554	1914
CC(C)N1CCN(Cc2ccc3c(c2)Cc2ccccc2-3)CC1CCO (centres undefined)	1487	1682
CCOc1ccc(S(=O)(=O)N2CCN(C(=O)c3cc4c(s3)CCCC4)CC2)cc1	1392	1713
O=C(COC(=O)Cc1ccc(Cl)cc1)Nc1ccc(OC(F)F)cc1	1486	1714
COc1cc(C(=O)N(c2ccc(C)c(C)c2)C2C=CS(=O)(=O)C2)cc(OC)c1OC (centres undefined)	1668	1864

Screening results as filed in PubChem BioAssay.
